# MEKK2wt PB1 HTS = modulators of MEK5 binding to wildtype MEKK2, primary screen, biochemical, multiplex bead flow cytometry, Alexa488-MEK5. Mitogen-activated protein kinase kinase kinase 2 (Homo sapiens), Q9Y2U5. Alexa488-MEK5 binding to MEKK2 WT; actives lie on both sides. binding response (% of control), % at 10 µM. 290,000 compounds, 1.1% hits. AID 1531, 2009; in the data active means binding response below about 67% or above about 130%
# MEKK2 mut-MEK5 = MEK5 binding signal on mutant MEKK2 PB1, primary screen, biochemical, multiplex bead flow cytometry, Alexa488-MEK5. Alexa488-MEK5 binding to MEKK2 mutant. percent response, % at 10 µM. 290,000 compounds, 0.35% hits; in the data active means percent response above about 24%, passing the limit was not always enough; further: inactives centre near 1; some results filed as inactive read as strong as hits
# V1aR counter = agonists of human V1a receptor, primary screen, counter-screen for OXTR agonist project, fluorescence, CHO-V1R cells; Vasopressin V1a receptor (Homo sapiens), P37288; Fluo-8 calcium fluorescence, agonist mode; 0% DMSO, 100% 3 nM vasopressin; activation, % at 3 µM; 320,000 compounds, 0.25% hits;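 active means activation above the mean activation of all tested compounds plus 3 SD, per screening run, cut at about 20% in these data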;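 further: signal is peak over basal fluorescence ratio across a 100 second FLIPR read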
# PfM18AAP inh = PfM18AAP inhibitors, malaria aminopeptidase, primary screen, biochemical, QFRET, recombinant enzyme. M18 aspartyl aminopeptidase (Plasmodium falciparum 3D7). H-Glu-NHMec fluorogenic cleavage. inhibition, % at 7.35 µM. 290,000 compounds, 1.2% hits. AID 1822, 2009;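 active means inhibition above the campaign mean inhibition over all tested compounds plus 3 SD, cut at about 28% in these data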;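 further: 0% = plate median of test compound wells and 100% = 2 mM ZnCl2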
# NALP1 yeast inh = NALP1 inflammasome inhibitors in reconstituted yeast, colorimetric, S. cerevisiae, triplicate retest | S. cerevisiae NALP1/ASC/caspase-1 growth, X-gal OD620, 72 h | inhibition, % at 10 µM | 280,000 compounds, 0.61% hits | AID 2071, 2009; in the data active means inhibition mostly above about 24%, no sharp cut-off; inactive means mostly below about 32%; further: some compounds called inactive have numbers as strong as hits
# GalR3 antag = GalR3 antagonists in HEK293 cells, primary screen, cell-based, fluorescence readout | 360,000 compounds, 0.44% hits | HEK293 GalR3-CNG cAMP membrane potential fluorescence; galR3 body fused to GalR1 C-terminus | Galanin receptor type 3 (Homo sapiens), O60755 | inhibition, % at 3 µM | AID 651719, 2012;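 active means inhibition above the screen-wide average plus 3 SD, cut at about 13% in these data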;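 further: forskolin and galanin both at EC90 stimulate the cells; cAMP rise reported by CNG channel membrane potential dye signal; 0% = forskolin plus galanin with DMSO and 100% = forskolin alone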
# Target sequence (O60755 1-299 limits assumed): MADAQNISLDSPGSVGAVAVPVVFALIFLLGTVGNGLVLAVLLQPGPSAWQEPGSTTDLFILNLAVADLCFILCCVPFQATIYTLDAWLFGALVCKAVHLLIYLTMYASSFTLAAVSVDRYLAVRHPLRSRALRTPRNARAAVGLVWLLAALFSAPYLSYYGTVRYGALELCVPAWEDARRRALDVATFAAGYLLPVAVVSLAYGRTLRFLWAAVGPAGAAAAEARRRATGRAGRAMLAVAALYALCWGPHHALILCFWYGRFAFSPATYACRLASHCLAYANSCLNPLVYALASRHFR
# OXTR potentiator = human OXTR potentiators, primary screen, fluorescence, CHO-OTR cells, Fluo-8 calcium. 320,000 compounds, 0.061% hits. AID 2445, 2010. Oxytocin receptor (Homo sapiens), P30559. activation, % at 3 µM. Fluo-8 calcium fluorescence, potentiator mode; 0% = oxytocin EC15, 100% = EC100;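 active means activation above that plate's cutoff, the mean activation of tested compounds plus 3 SD, cut at about 6.6% in these data, passing the limit was not always enough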;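 further: 100% uses oxytocin at 75 nM as the full agonist control; some results filed as inactive read as strong as hits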
# Target sequence (P30559 whole entry, looked up): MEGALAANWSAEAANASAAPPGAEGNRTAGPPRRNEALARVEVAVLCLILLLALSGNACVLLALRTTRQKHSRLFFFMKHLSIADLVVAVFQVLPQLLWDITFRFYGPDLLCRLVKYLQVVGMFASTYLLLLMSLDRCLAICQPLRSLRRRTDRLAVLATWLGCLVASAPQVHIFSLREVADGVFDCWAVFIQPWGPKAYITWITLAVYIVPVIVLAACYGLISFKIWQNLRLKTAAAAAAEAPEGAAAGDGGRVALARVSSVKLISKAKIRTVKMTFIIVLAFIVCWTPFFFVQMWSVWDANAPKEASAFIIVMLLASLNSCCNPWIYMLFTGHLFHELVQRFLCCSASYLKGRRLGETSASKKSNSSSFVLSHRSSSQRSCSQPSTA
#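 System: human OTR in CHO cells; Also added: sub-maximal oxytocin, roughly EC15; Timing: compound 6 min at room temperature before oxytocin, 100 s read; Technique: Fluo-8 intracellular calcium fluorescence, ex 470-495, em 515-575 nm; Controls: oxytocin EC15 low and EC100 high; Replication: singlicate.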
# OXTR ag = human OXTR agonists, primary screen, fluorescence, CHO-OTR cells, Fluo-8 calcium; Oxytocin receptor (Homo sapiens), P30559; Fluo-8 calcium fluorescence; normalized: DMSO 0%, oxytocin 100%; activation, % at 3 µM; 320,000 compounds, 0.32% hits; AID 2435, 2010;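 active means activation above the mean of all tested compounds plus 3 SD, cutoff set per screening run, cut at about 20% in these data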;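 further: peak over basal fluorescence ratio from a 100 s FLIPR kinetic read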
# GPR7 antag = GPR7 receptor antagonists, primary screen, cell-based, fluorescence, single concentration. 290,000 compounds, 1.1% hits. inhibition, % at 4.4 µM. Neuropeptides B/W receptor type 1 (Homo sapiens), P48145. GPR7-expressing cells, fluorescence antagonist assay; in the data active means inhibition above about 16%, passing the limit was not always enough;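 further: cells stimulated with the agonist NPW; 0% = agonist with vehicle and 100% = vehicle without agonist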
# Target sequence (P48145 whole entry, looked up): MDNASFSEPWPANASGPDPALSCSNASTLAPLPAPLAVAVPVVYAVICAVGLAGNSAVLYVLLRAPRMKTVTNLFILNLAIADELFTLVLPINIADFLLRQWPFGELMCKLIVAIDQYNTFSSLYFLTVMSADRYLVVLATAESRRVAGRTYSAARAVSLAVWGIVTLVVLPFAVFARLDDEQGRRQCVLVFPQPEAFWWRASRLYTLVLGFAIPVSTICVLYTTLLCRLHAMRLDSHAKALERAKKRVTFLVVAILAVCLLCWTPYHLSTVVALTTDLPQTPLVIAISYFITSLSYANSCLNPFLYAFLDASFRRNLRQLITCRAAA
# * = called active by the depositor; / = no result given. No enrichment for hits; any-hit rate near 4.1%.
nr	molecule	PfM18AAP inh	MEKK2 mut-MEK5	V1aR counter	OXTR potentiator	GalR3 antag	NALP1 yeast inh	MEKK2wt PB1 HTS	GPR7 antag	OXTR ag
1	C/C(=N\O)c1ccc2[nH]ccc2c1	1	1	0.1	6	-5	8	102	-11	0.2
2	NS(=O)(=O)c1ccc(NC(=S)N2CCCC2)cc1	0	0	1.4	-7	4	18	100	5	-0.4
3	CC(C)(C)c1cc(CCC(=O)N2CCNCC2)c(C(C)(C)C)cc1O	0	3	-1.5	-3	-8	16	106	-11	-1.9
4	c1csc(C2=Nn3c(nnc3-c3ccncc3)SC2)c1	8	9	2.3	0	-3	13	104	6	1.0
5	O=c1c2cn[nH]c2nc(SCc2ccccc2F)n1-c1ccc(Br)cc1	2	-7	1.0	-13	-5	27	86	4	-1.2
6	CCCN1CCC(=NNC(=O)CSc2cc(C)c(Br)cc2C)CC1	4	1	0.4	-3	-5	/	111	-9	-1.4
7	Cn1c(SCC(=O)N/N=C/c2ccccn2)nnc1-c1ccccc1	4	3	1.2	3	-5	2	99	-18	-1.1
8	CCOC(=O)c1c(C)nc2ccc(C)cn12	-4	-2	0.6	-1	-2	-3	102	-4	0.0
9	CSc1nc(NC(C)(C)C)nc(N2CCOCC2)n1	-3	5	-1.2	-12	-4	7	105	-9	-2.6
10	O=C(NCCOc1ccccc1Cl)C(=O)NCCOc1ccccc1Cl	-6	1	0.1	2	-1	6	104	-6	-0.1
11	O=C(C[n+]1ccc2ccccc2c1)c1ccccc1	-3	22	1.2	-1	0	13	125	-2	-0.1
12	C/C(=N\OCC(=O)Nn1c(=O)[nH]c2ccccc2c1=O)c1ccccc1	-4	-1	0.6	-3	0	28	98	-5	-0.8
13	C=CCSc1nc(O)c(CC)c(=O)n1C(C)CC (configuration not stated)	4	5	-0.7	5	7	-1	107	-4	1.9
14	CCCCc1ccc(Nc2nc(N3CCOCC3)nc(N3CCOCC3)n2)cc1	-6	3	-0.1	-11	-8	4	100	-40	-1.7
15	CCOC(=O)C1CCCN(Cc2ccccc2Cl)C1 (configuration not stated)	6	-13	-1.2	-8	-3	-17	83	-1	-1.0
16	CCCCNC(=O)OCC(CC)NC(=O)OC(C)C (configuration not stated)	-2	11	-1.4	-20	2	18	102	8	-1.1
17	CCOC(=O)C1CCN(C(=O)c2cccc(C(=O)N3CCC(C(=O)OCC)CC3)c2)CC1	5	5	-0.1	0	-2	-13	108	-6	-0.1
18	O=C(CCC(=O)N(CC(=O)NC1CCCCC1)c1ccc(F)cc1)Nc1ccccn1	4	1	-0.2	0	-7	11	102	1	0.5
19	CN(C)CCCNC(=O)C1(O)c2cc(Br)ccc2NC(=O)N1c1c(F)cccc1F (configuration not stated)	5	3	0.6	-7	-9	8	106	-3	0.2
20	C=CCNC(=S)/N=c1/ccccn1CC	4	-23	0.1	-4	-4	16	92	3	0.2
21	Cc1cc(Cl)c(S(=O)(=O)N2CCCC2)cc1OCC(N)=O	1	2	0.0	1	-5	19	103	12	0.1
22	Cc1cc(=O)n(CC=C(Cl)Cl)c2ccccc12	6	-4	-0.7	-4	-1	-26	102	-7	-2.1
23	Cc1ccc(SCc2nc(N)nc(Nc3ccccc3C)n2)cc1C	1	1	-1.0	-8	-5	27	108	-1	-0.8
24	CC(=O)/C(N=Nc1ccc(SC(F)F)cc1)=C(\C)O	1	-7	-0.4	-9	-5	7	98	-5	-2.3
25	C/C(=N\NC(=O)c1c(Br)cnn1C)c1ccc(NC(=O)c2ccc(F)cc2)cc1	3	-5	-0.6	-7	-2	-4	94	-8	-1.1
26	COc1cc(C2NC(=O)CCC2[N+](=O)[O-])c(OC)cc1Br (configuration not stated)	-1	1	4.9	-10	-9	0	105	13	-1.1
27	CC1=C(C#N)CCC(=O)N1Cc1c(F)cccc1Cl	-1	-3	1.2	-8	0	0	95	-3	-0.9
28	O=C1Nc2ccccc2C(=O)N2[C@H](c3cccc(Br)c3)[C@@H]3C(=O)N(Cc4ccccc4)C(=O)[C@@H]3[C@H]12	7	-2	2.7	-7	-5	19	103	13	5.2
29	S=C(N/N=C/c1ccc(Cl)c(Cl)c1)Nc1ccccc1Cl	0	-7	0.6	0	0	11	90	-14	0.2
30	Cc1ccnc(NC(=O)CNC(=O)c2cccs2)c1	/	/	1.9	6	-4	/	/	/	1.1
31	O=C(CN1C(=O)NC2(CCCc3ccccc32)C1=O)Nc1ccccc1OC(F)F (configuration not stated)	/	/	2.5	-5	-5	/	/	/	3.9
32	CC(=O)c1c(C)[nH]c(C2=NNC(=NC(C)(C)C)SC2)c1C	7	-2	-0.1	-4	-4	4	93	-6	-0.6
33	COc1ccc(CCN2C(=O)CC(C(N)=O)SC2=Nc2ccccc2)cc1OC (configuration not stated)	-5	-3	0.9	3	-5	-2	96	7	2.1
34	CCOc1ccccc1C(=O)NCC(=O)OCCOc1cccc(Cl)c1	-7	-4	0.8	-14	-3	-73	99	-6	0.5
35	CCOC(=O)c1[nH]c2ccccc2c1NC(=O)C(CC)CC	-3	4	-0.6	-4	0	-13	106	-3	-1.3
36	COCCCN(C(=O)c1ccc(N2CCCC2=O)cc1)c1c(N)n(Cc2ccccc2)c(=O)[nH]c1=O	/	/	0.8	-2	2	/	/	/	0.0
37	Cc1cc(C)c(O)c(-c2cc(C(=O)Nc3ccc(S(=O)(=O)N4CCOCC4)cc3)[nH]n2)c1	3	13	6.4	-30	1	5	131	-13	4.7
38	CC(C)N(Cc1nc(-c2ccc(Cl)cc2)no1)Cc1nccn1C	-2	-4	1.6	-8	-8	16	102	-3	-0.1
39	O=C(Cn1nnc(-c2ccc(S(=O)(=O)N3CCCC3)cc2)n1)NCC1CCCO1 (configuration not stated)	-8	4	0.6	-1	-2	10	98	2	1.7
40	O=C(c1ccco1)N1CCc2ccccc21	-4	-3	-1.4	0	-10	6	97	-13	-2.5
41	CCn1cc(CCC(=O)NCCN2CCOCC2)c2ccccc21	2	9	0.1	-14	-12	16	106	-4	0.4
42	Cc1c(Cl)cccc1NC(=S)NC1CCCC1	1	5	1.1	-5	-2	3	111	0	-1.8
43	CN(C(=O)n1cnc2ccccc21)c1ccccc1	0	-3	0.0	-5	-7	23	95	-10	-1.6
44	COc1ccc(CC(=O)Nc2c3c(nn2-c2cccc(C)c2C)CS(=O)(=O)C3)cc1	-2	-7	0.9	-5	-6	24	99	-2	-0.8
45	Cc1ccc(S(=O)(=O)c2nc(S(=O)(=O)CCO)sc2N2CCOCC2)cc1	-6	1	0.5	-4	-11	8	102	5	0.5
46	CSCCC(NC(=O)c1ccc([N+](=O)[O-])cc1Cl)C(=O)OCC(=O)NC1CCCC(C)C1C (configuration not stated)	-10	-1	0.7	-15	-4	41	99	3	-1.3
47	O=C(COC(=O)c1ccc([N+](=O)[O-])o1)Nc1ccc(Br)cc1F	/	/	1.0	-4	-6	/	/	/	2.5
48	O=C(CCNC(=O)c1ccco1)Nc1ccccc1N1CCOCC1	2	4	0.0	-12	0	2	103	-7	0.7
49	C=CCn1nnc2sc3c(c2c1=O)CCC(C)C3 (configuration not stated)	-11	3	-1.5	-6	1	28	101	-5	-2.3
50	COc1ccc(-c2noc3c2-c2nc(-c4ccccc4)sc2CC3)cc1	/	0	-0.2	-9	-5	/	101	/	-0.4
51	COC(=O)C(CCSC)NC(=O)CNS(=O)(=O)c1ccc(Cl)cc1 (configuration not stated)	3	2	0.1	0	-3	-4	113	-13	-0.1
52	O=C(O)COc1cccc2nsnc12	0	2	-0.1	-13	2	25	105	-7	0.2
53	CCOC(=O)c1csc(Nc2nc3ccc(F)cc3s2)n1	3	/	1.3	-12	-7	7	/	-15	0.4
54	Cc1ccc(/C=c2\sc3nc(-c4ccco4)nn3c2=O)o1	12	3	0.6	-6	/	/	102	-6	-0.3
55	CCC(C)c1ccc(NC(=O)c2[nH]c(C)c(C(C)=O)c2C)cc1 (configuration not stated)	2	-4	9.3	-15	-9	-2	95	-9	7.4
56	Clc1c(-c2ccccc2)nnn1-c1ccccc1	-6	-2	-1.5	-3	-6	26	101	6	-2.5
57	CCCNC(=O)Cn1c(=O)cnc2ccccc21	-2	-5	1.2	6	-1	31	102	9	1.2
58	COc1ccc(-c2nnn(Cc3nc(N)nc(N4CCCCC4)n3)n2)cc1	1	0	2.9	-7	-7	-17	103	-12	3.4
59	CC1(C)CC(=O)C(CC(=O)NC2CCCc3ccccc32)C(=O)C1 (configuration not stated)	-5	-9	-1.1	3	6	16	94	-1	0.1
60	CN(c1ccc(C(=O)COC(=O)C2CC2)cc1)S(C)(=O)=O	/	/	1.2	-2	-1	/	/	/	0.9

# Copied from the list.
# COC(=O)C(CCSC)NC(=O)CNS(=O)(=O)c1ccc(Cl)cc1 (configuration not stated) – V1aR counter: 0.1
# CN(C(=O)n1cnc2ccccc21)c1ccccc1 – OXTR ag: -1.6

# Additional records
nr	molecule	PfM18AAP inh	MEKK2 mut-MEK5	V1aR counter	OXTR potentiator	GalR3 antag	NALP1 yeast inh	MEKK2wt PB1 HTS	GPR7 antag	OXTR ag
61	CC(C)c1ccc(/C=C(\NC(=O)c2ccccc2)C(=O)NCCN2CCOCC2)cc1	2	6	0.5	-9	-3	11	105	-9	0.2
62	COc1cccc(C(=O)Nc2ccccc2C(=O)N2CCCC2)c1	-3	2	-0.4	-11	-6	5	98	-7	-1.1
63	CC(=O)N1CCc2cc(S(=O)(=O)NC3CCCCC3)ccc21	-2	-1	2.9	-13	1	16	103	-3	3.6
64	COC(=O)c1ccc(CSc2nc3ccc(C)cc3[nH]2)o1	4	-4	11	-13	-1	1	98	-7	-0.7
65	O=C(Cn1cnc2ccccc2c1=O)Nc1ccc2c(c1)OCO2	-7	-1	1.3	-6	-3	17	100	-10	-0.1
66	Cc1cc(C)c2[nH]c(C)c(CN3CCCCCC3)c(=O)c2c1	9	2	-0.4	2	4	11	101	-11	0.8
67	O=C(NCC(c1cccnc1)N1CCN(c2ccccc2F)CC1)C1CCCCC1 (configuration not stated)	-5	10	0.3	-6	-3	-10	100	-9	-1.2
68	Cc1ccc(S(=O)(=O)Nc2cccc(NC(=O)CN3CCCCC3)c2)cc1	4	2	2.5	-12	-8	4	105	-3	2.0
69	O=C(CCN1C(=O)C2CC=C(Cl)CC2C1=O)Nc1ccccc1O (configuration not stated)	2	1	0.0	-8	4	7	98	1	0.0
70	C=CCOc1ccc(/C=C/C(=O)OCC(=O)Nc2c(C)n(C)n(-c3ccccc3)c2=O)cc1	/	/	1.4	-5	-3	/	/	/	-1.0
